MgcRacGAP inhibition – MgcRacGAP GTPase-activating activity inhibitors, confirmation, biochemical, ADP Hunter fluorescence; MgcRacGAP-stimulated Rac1 GTP hydrolysis, ADP Hunter fluorescence; higher % means a stronger effect; GST-tagged Rac1 F28L mutant substrate; inhibition, % at 30 µM; hits with a dose series show IC50 in µM; hit rate 0.6% among 340,000; AID 624330;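 active means first-screen hits whose inhibition reached a set limit at any dose in the follow-up dose series; inconclusive means inhibition above the set first-screen limit but never retested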;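 further: fluorescence reports GDP produced by GAP-driven GTP hydrolysis; strong numbers were not always called active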
* marks the source's active call; other numbers are inactive results; ? = inconclusive. An excerpt; count on the stated rates, not on these rows.

SMILES | MgcRacGAP inhibition
Cc1cccc(C(=O)OCC(=O)Nc2sccc2C(N)=O)c1C | 14%
CC(=O)Nc1ccc(NC(=O)COC(=O)c2c(-c3ccccc3)noc2C)cc1 | 10%
O=C(CN1CCN(c2ccc(O)cc2)CC1)Nc1ccccc1C(=O)NCCc1ccccc1 | 42µM*
C[C@@H]1CN([C@H](C)CO)C(=O)c2cc(Br)cnc2O[C@@H]1CN(C)C(=O)c1cccc(F)c1 | 7%
Cc1ccc(NC(=O)CCNC(=O)c2ccccc2Cl)cc1S(=O)(=O)N1CCOCC1 | 14%
Cc1nc(C(=O)O)cc([N+](=O)[O-])c1C | 4%
COc1ccc(CCc2cc(OC)c(OC)c(OC)c2)cc1 | 4%
Nc1ccc2c3c(cccc13)-c1ccccc1-2 | 39µM*
COc1ccccc1NC(=O)COC(=O)c1ccc2ccccc2n1 | 6%
Cc1c(NC(=O)c2nn(CC(C)C)c(=O)c3ccccc23)c(=O)n(-c2ccccc2)n1C | 8%
C[C@H]1CN([C@@H](C)CO)C(=O)CCCn2cc(nn2)CO[C@@H]1CN(C)C(=O)Nc1ccc(F)cc1 | -9%
Cc1ccc(CN2C(=O)C[C@@H](NC(=O)OCC3c4ccccc4-c4ccccc43)C/C=C\C2c2ccc(C)cc2)cc1 (some centres undefined) | -1%
O=C(CNCc1ccc(Cl)cc1)Nc1cc(S(=O)(=O)N2CCCC2)ccc1Cl | 21%
C[C@@]12C(=O)N(c3cccc(F)c3)C(=O)N1[C@@H]1c3ccccc3OC[C@@H]1[C@H]2c1ccccc1 | 8%
COc1ccc(NC(=O)Cc2ccsc2)cc1S(=O)(=O)N1CCOCC1 | -4%
OCCNCc1cccc(-c2ccccc2)c1O | 6%
CC1(C)N=C(N)N=C(N)N1c1cc(Cl)ccc1Cl | 4%
COc1ccc(C(=O)OCC(=O)N2CCc3ccccc32)cc1S(=O)(=O)N1CCOCC1 | 3%
C=CC[C@@H](CC(=O)N[C@@H](CO)Cc1ccccc1)C(=O)N[C@H](COC(=O)[C@H](CC=C)CC(=O)OC(C)(C)C)Cc1ccccc1 | 13%
CN(C)c1nc(N)c(C#N)c(C#N)c1C#N | -1%
CCN1C[C@@H]2[C@@H]3C(=O)N(C)C(=O)[C@@H]3[C@](Cc3ccccc3)(C(=O)OC)N2C1=NC1CCCCC1 | 7%
O=C(/C=C/c1ccc([N+](=O)[O-])cc1)OCC(=O)N1CCCCCC1 | -13%
C[C@]12C(=O)N(c3ccc(C(F)(F)F)cc3)C(=O)N1[C@H]1c3ccccc3OC[C@@H]1[C@H]2c1ccccc1 | 7%
CC(=O)Nc1ccc(S(=O)(=O)N(C)CC(=O)Nc2nc3ccccc3[nH]2)cc1 | 6%
COc1ccc(NC(=O)COC(=O)c2ccc(C)c(S(=O)(=O)N3CCCCC3)c2)cc1 | 13%

A few values from above.
MgcRacGAP inhibition with C=CC[C@@H](CC(=O)N[C@@H](CO)Cc1ccccc1)C(=O)N[C@H](COC(=O)[C@H](CC=C)CC(=O)OC(C)(C)C)Cc1ccccc1 : 13%
MgcRacGAP inhibition with Cc1ccc(CN2C(=O)C[C@@H](NC(=O)OCC3c4ccccc4-c4ccccc43)C/C=C\C2c2ccc(C)cc2)cc1 (some centres undefined) : -1%

Not a retest: 13 of the compounds above.
SMILES | MgcRacGAP inhibition
Cc1cccc(C(=O)OCC(=O)Nc2sccc2C(N)=O)c1C | 14%
CC(=O)Nc1ccc(NC(=O)COC(=O)c2c(-c3ccccc3)noc2C)cc1 | 10%
O=C(CN1CCN(c2ccc(O)cc2)CC1)Nc1ccccc1C(=O)NCCc1ccccc1 | 42µM*
C[C@@H]1CN([C@H](C)CO)C(=O)c2cc(Br)cnc2O[C@@H]1CN(C)C(=O)c1cccc(F)c1 | 7%
Cc1ccc(NC(=O)CCNC(=O)c2ccccc2Cl)cc1S(=O)(=O)N1CCOCC1 | 14%
Cc1nc(C(=O)O)cc([N+](=O)[O-])c1C | 4%
COc1ccc(CCc2cc(OC)c(OC)c(OC)c2)cc1 | 4%
Nc1ccc2c3c(cccc13)-c1ccccc1-2 | 39µM*
COc1ccccc1NC(=O)COC(=O)c1ccc2ccccc2n1 | 6%
Cc1c(NC(=O)c2nn(CC(C)C)c(=O)c3ccccc23)c(=O)n(-c2ccccc2)n1C | 8%
C[C@H]1CN([C@@H](C)CO)C(=O)CCCn2cc(nn2)CO[C@@H]1CN(C)C(=O)Nc1ccc(F)cc1 | -9%
Cc1ccc(CN2C(=O)C[C@@H](NC(=O)OCC3c4ccccc4-c4ccccc43)C/C=C\C2c2ccc(C)cc2)cc1 (some centres undefined) | -1%
O=C(CNCc1ccc(Cl)cc1)Nc1cc(S(=O)(=O)N2CCCC2)ccc1Cl | 21%

Other entries.
SMILES | MgcRacGAP inhibition
CCN(CC)CCC(=O)N1C/C(=C/c2ccccc2)C(=O)/C(=C\c2ccccc2)C1 | 111µM*
C[C@H](CO)N1C[C@H](C)[C@@H](CN(C)C(=O)Nc2ccccc2)Oc2c(NC(=O)Nc3ccccc3)cccc2C1=O | 7%
O=C(COC(=O)c1cccnc1Cl)NCCc1ccccc1 | 2%
COc1ccc(CNC(=O)CC2C[C@H](C(=O)N3CCCCC3)[C@@]3(C)c4[nH]c5ccccc5c4CCN3C2=O)cc1OC (some centres undefined) | 9%
O=C(O)C1CCC(C(=O)O)SS1 (centres undefined) | 3%
Nc1[nH][nH]c(=O)c1N=Nc1ccccc1 | 14%
Cc1cc(C)cc(NC(=O)C(OC(=O)c2ccc(O)cc2)c2ccccc2)c1 (centres undefined) | 6%
COc1ccc(Cl)cc1C1=CC(=O)C[C@H](c2ccc(F)cc2)C1 | 6%
C[C@]12c3[nH]c4ccccc4c3CCN1C(=O)C(CC(=O)NCCN1CCOCC1)C[C@@H]2C(=O)N1CCCCC1 (some centres undefined) | 5%
C/C=C/C1=CC(=O)C[C@H](c2ccc(OC)c(OC)c2)C1 | 5%
COc1ccccc1C(=O)NCCC(=O)N1CC(C)OC(C)C1 (centres undefined) | 11%
O=S(=O)(Nc1ccccc1N1CCCC1)c1ccccc1C(F)(F)F | 8%
CCOC(=O)C1=C(COC(=O)c2ccc(Cl)nc2)NC(=O)NC1C (centres undefined) | -1%
C/C(CC(=O)Nc1ccc(N(C)C)cc1)=N\NC(=O)c1ccccc1Cl | ?
CC(C)c1ccc(S(=O)(=O)NCCCN2CCOCC2)cc1 | 8%
Cc1cc(C)n(-c2ccc(C(=O)NCC(c3ccco3)N3CCCC3)cc2)n1 (centres undefined) | -4%
CCOc1ccc(S(=O)(=O)NC2=NCCCCC2)cc1 | 1%
COc1ccc(N(CC(=O)NC2CCCCC2)S(=O)(=O)c2cccs2)cc1 | 2%
CC(Sc1nnc(-c2ccccc2F)o1)C(=O)Nc1ccc(N2CCOCC2)cc1 (centres undefined) | 9%
Cc1ccnc2nc(C(=O)OCC(=O)c3ccc(NC(=O)CC(C)C)cc3)nn12 | -3%
CC(C)C[C@]1(c2ccccc2)ON(c2ccccc2C(F)(F)F)C1=O | 6%
O=C(Nc1c(Br)cc2c(c1Br)Cc1cc([N+](=O)[O-])ccc1-2)C(Cl)Cl | 10%
COc1ccc(C(=O)N2CCN(c3ncccn3)CC2)cc1S(=O)(=O)N1CCOCC1 | 0%
C[C@@H]1CN([C@H](C)CO)S(=O)(=O)c2ccc(Br)cc2O[C@H]1CN(C)S(C)(=O)=O | 2%
CC(C)=CCC[C@](C)(O[C@@H]1O[C@H](CO[C@@H]2OC[C@@H](O)[C@H](O)[C@H]2O)[C@@H](O)[C@H](O)[C@H]1O)C1CC[C@]2(C)C1[C@H](O)CC1[C@@]3(C)CC[C@H](O[C@@H]4O[C@H](CO)[C@@H](O)[C@H](O)[C@H]4O)C(C)(C)C3CC[C@]12C (some centres undefined) | 3%
SMILES | MgcRacGAP inhibition
CCCCNCCS(=O)(=O)NCc1ccccc1OC | -10%
Cc1cccc(NC(=O)CN(CC2CCCO2)C(=O)c2cc(S(=O)(=O)N(C)C)ccc2F)c1C (centres undefined) | -1%
Cn1c(CCN2CCCC2)nc2cc(NC(=O)COc3ccc(Cl)cc3)ccc21 | 12%
O=C(Cc1ccc(Cl)cc1)NCC(=O)N1CCC2(CC1)NCCc1[nH]cnc12 | 1%
O=C1CN(C(=O)COC(=O)c2ccccc2Br)c2ccccc2N1 | 3%
O=C(COC(=O)c1ccc(O)cc1)c1ccc2c(c1)OCCO2 | 8%
CCCCCCN1C[C@H](O)[C@@H](n2cc(C3CC3)nn2)C[C@@H]1c1ccc(Cl)cc1 | 13%
O=C(OCc1c(-c2ccccc2)ncc2ccccc12)c1cccc(Br)c1 | 6%
O=C(Nc1cc(S(=O)(=O)N2CCCCCC2)ccc1OCC(F)(F)F)c1ccc(=O)[nH]c1 | 2%
NC(CSC(c1ccccc1)(c1ccccc1)c1ccc(-c2ccccc2)cc1)C(=O)O (centres undefined) | 23%
CCc1ccccc1N=Cc1c(C)c(C#N)c2[nH]c3ccccc3n2c1=O | 5%
CCNc1cc(O)ccc1C | ?
O=C(CCC(=O)c1ccc(F)cc1)OCc1nnc(-c2ccc([N+](=O)[O-])cc2)o1 | 7%
O=C(c1cccc(S(=O)(=O)N2CCCCCC2)c1)N1CCN(Cc2ccccc2)CC1 | 16%
CC(Sc1nnc(-c2ccncc2)n1C)C(=O)Nc1ccc(N2CCOCC2)cc1 (centres undefined) | 6%
Cn1nnnc1Sc1ncnc2scc(-c3cccc(S(C)(=O)=O)c3)c12 | 22%
CCOC(=O)C1=C(C)NC(C)=C(C(=O)OCC)C1C(=O)OCC(=O)N1CC(C)OC(C)C1 (centres undefined) | 0%
C[C@@H]1CN([C@@H](C)CO)C(=O)c2cc(N(C)C)ccc2O[C@@H](C)CCCCO[C@@H]1CN(C)Cc1ccc2c(c1)OCO2 | 28%
CCCn1c(=S)[nH]c2cc(C(=O)N3CCN(c4ccc(F)cc4)CC3)ccc2c1=O | 25%
COc1ccccc1[C@]1(C)ON(c2ccccc2C(F)(F)F)C1=O | 2%
Cc1cc(NC(=O)CSc2nnc3ccc(-c4ccccc4)nn23)no1 | 8%
Cc1ccc(NC(=O)Cn2nc(C(=O)O)c3ccccc3c2=O)cc1S(=O)(=O)N1CCOCC1 | 5%
COc1ccccc1C(=O)NCC(=O)N1CC=C(c2ccccc2)CC1 | 5%
CN[C@H](C(=O)NC[C@H]1O[C@@H](n2cnc3c(N)ncnc32)[C@H](O)[C@@H]1O)[C@@H](C)OCc1ccccc1 | 7%
COc1ccc([C@H]2CC(=O)C=C(c3cc(C=O)ccc3OC)C2)cc1 | 0%
SMILES | MgcRacGAP inhibition
CC(=NNC(=O)c1ccc(NS(=O)(=O)c2cccs2)cc1)c1ccc(OCC(N)=O)cc1 | -1%
CCN1C(=O)CC(c2ccccc2)N(C2CCCC2)c2nc(Nc3ccc(C(=O)NC4CCN(C)CC4)cc3OC)ncc21 (centres undefined) | 5%
Cc1cc(=O)oc2cc(NC(=O)COc3cccc(C(F)(F)F)c3)ccc12 | 6%
C/C(=C\COc1ccc2ccc(=O)oc2c1)CC[C@@H](O)C(C)(C)O | 10%
CC(Sc1nnc(C(F)(F)F)n1C)C(=O)Nc1ccc(N2CCOCC2)cc1 (centres undefined) | 7%
CC(C)(C)c1ccc(-c2nnc(SCC(=O)NC3CC3)o2)cc1 | -6%
CC(C)COC(=O)N1CC(O)CC1C(=O)Nc1ccc2c(c1)OCO2 (centres undefined) | 5%
O=C(OCc1cc(=O)n2ccsc2n1)c1ccccc1O | 0%
COc1cccc(C(=O)NOCc2ccc(C)cc2)c1OC | 3%
O=C(NCCc1cccc(F)c1)C1CC(O)CN1C(=O)Nc1ccccc1 (centres undefined) | 8%
Cc1cc(C(=O)OCC(=O)NC2(C#N)CCCCC2)c(C)o1 | 5%
COc1ccc(C2NC(=O)c3ccccc3N2)c(OC)c1OC (centres undefined) | 6%
CC1CN(C(=O)c2cc(-c3ccncc3)nc3ccccc23)CC(C)O1 (centres undefined) | 0%
O=C(c1cccs1)N1C[C@@H](O)[C@H](n2cc(C3CC3)nn2)C[C@@H]1c1ccc(Cl)cc1 | 4%
C/C(CCc1ccc2c(c1)OCO2)=N\N=C1\NC(=O)CC(C(=O)Nc2ccc(C(=O)O)cc2)S1 (centres undefined) | 8%
Cc1noc(C)c1COc1cccc(C(=O)N(C)Cc2nc3ccccc3c(=O)[nH]2)c1 | 6%
COc1ccc(OC)c(CN2CCN(C(=O)c3cccc(S(=O)(=O)N(C)c4ccccc4)c3)CC2)c1 | 3%
COCCS(=O)(=O)N(Cc1ccccc1)[C@H](C(=O)OC)C(C)C | 6%
O=C(Nc1ccc(N2CCOCC2)cc1)c1ccc(Cl)c(S(=O)(=O)N2CCCCC2)c1 | 0%
COC(=O)C[C@@H]1C[C@@H]2c3cc(NS(=O)(=O)c4ccc(F)cc4)ccc3O[C@@H]2[C@@H](CO)O1 | 5%
Cc1c(N)cccc1N | 7%
O=C(COC(=O)C1CCCCC1)Nc1cccc(Br)c1 | -1%
C=Cc1cc2c(cc1O)CCC1C2CCC2(C)C(O)CCC12 (centres undefined) | 2%
Cc1ccc2c(c1)N(CC(=O)Nc1ccccc1F)C(=O)C(C)O2 (centres undefined) | 3%
CC(CO)NS(=O)(=O)c1cccc(Cl)c1F (centres undefined) | 12%
SMILES | MgcRacGAP inhibition
COc1ccccc1N1CCN(CC(=O)Nc2ccc(S(=O)(=O)N3CCCCCC3)cc2)CC1 | 0%
CCC(CO)Oc1cc(NCc2cccc(F)c2)c2ncn(C(C)C)c2c1 (centres undefined) | 7%
COc1ccc(C)cc1NC(=O)C(c1ccccc1)N1CCN(CC(=O)NC2CC2)CC1 (centres undefined) | 2%
C=CCn1c(SCC(=O)N(C)C2CCCCC2)nnc1C1CC1 | 1%
O[C@@H]1CN(Cc2cccs2)[C@@H](c2ccc(Cl)cc2)C[C@H]1n1cc(-c2ccc(F)cc2)nn1 | 6%
CCNC(=O)CSc1nnc(-c2cccc(S(=O)(=O)N3CCOCC3)c2)o1 | 5%
CCCC1OC(c2ccco2)OCC1CC (centres undefined) | 3%
COc1ccc(NC(=O)COC(=O)c2ccc3c(c2)OCCO3)cc1OC | 0%

Compound activity: PubChem BioAssay, Southern Research Specialized Biocontainment Screening Center
